IMPase Li inh: membrane-permeable IMPase blocker, potentiated with lithium. CHO-M1 cells, IP1 TR-FRET (IP-One), carbachol + lithium. Potency, µM (series often up to 59.4 µM), without a hit: top-dose activity, negative = IMPase inhibition, actives largely listed as inhibitors. 210,000 tested, 0.35% active;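 also: IP1 builds up when IMPase is blocked and the TR-FRET signal falls; potency is read from the fitted curve at half-maximal effect; plate controls were basal vehicle for no effect and high inhibitor control for full effect; nearly all actives have a fitted effect of over 50% in size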
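Steps: plate 2000 CHO-M1 cells per well and culture 16–30 h; add compound and lithium; incubate 30 min, 37C; add d2-IP1 tracer and Eu cryptate anti-IP1 antibody in lysis buffer; read after 10 min at room temperature.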
Lamin A splicing: LMNA splicing modulation | HeLa LMNA splicing GFP/RFP minigene ratio, 48 h | Potency, µM (series often up to 46.1 µM), for the others: at the top dose ratio change, negative = inhibition, most hits filed as inhibitors | 200,000 tested, 0.01% active; active = well fitted inhibition curve with a large enough effect in the signal ratio, with a control signal flat, not every such curve was filed as active; inconclusive = small, poorly fitted or top-dose-only effect, or effect the other way, or a change in a side signal; the % refers to the signal ratio; also: potency is read from the fitted curve at half-maximal effect; % is scaled to controls: 0 for no effect and ±100 for the full control effect
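S3 HeLa cells stably expressing lamin A-EGFP splicing minigene plus DsRed2, 600 cells/well, 48 h compound exposure at 37C. Laser-scanning cytometry; analysed as GFP (500-530 nm)/RFP (575-640 nm) total intensity ratio; 0.5% DMSO vehicle.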
Epigenetic reg: epigenetic control regulation, reporter derepression; Potency, µM (doses to about 53.9 µM), for inactives: at the top dose GFP activation, actives largely listed as activators; 280,000 tested, 0.2% active; murine LDR cells, GFP reporter derepression, 30 h; AID 1865; also: potency is read from the fitted curve at half-maximal effect; % of control where 0% means no effect; nearly all actives have a fitted effect of over 60% in size
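In this reporter-derepression format, murine cells bearing a silenced integrated CMV-GFP locus incubate with test compound (30 h, 37 C), then are washed and imaged; fluorescent objects of 20–120 um count as induced cells.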
CBFb-RUNX1 inh: blocks binding between human CBF-beta and RUNX1. 230,000 tested, under 10 active. AID 1477. Potency, µM (top dose mostly 59.8 µM), for inactives: top-dose activity, negative = inhibition, actives largely listed as inhibitors. Q01196+Q13951. AlphaScreen CBFb-His/RUNX1-biotin binding, biochemical; also: % of control where 0% means no effect
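His-tagged CBF-beta and biotinylated RUNX1 (30 nM each) were premixed 20 min at room temperature, exposed to compound for 15 min, then given nickel-chelate and streptavidin AlphaScreen beads (50 ng each). After 90 min, AlphaScreen signal was read.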
NPSR antag: antagonists of human neuropeptide S receptor cAMP signaling. Q6W5P4. CHO-NPSR cells, cAMP TR-FRET, antagonist mode. Potency, µM (titrated, usually from 38.3 µM), without a hit: at the top dose activity change, negative = inhibition, actives largely listed as inhibitors. 220,000 tested, 1% active; also: potency is read from the fitted curve at half-maximal effect; % is scaled to controls: 0 for no effect and ±100 for the full control effect; nearly all actives have a fitted effect of over 50% in size; many of its hits are not listed in these tables
Target sequence (Q6W5P4 whole entry, looked up): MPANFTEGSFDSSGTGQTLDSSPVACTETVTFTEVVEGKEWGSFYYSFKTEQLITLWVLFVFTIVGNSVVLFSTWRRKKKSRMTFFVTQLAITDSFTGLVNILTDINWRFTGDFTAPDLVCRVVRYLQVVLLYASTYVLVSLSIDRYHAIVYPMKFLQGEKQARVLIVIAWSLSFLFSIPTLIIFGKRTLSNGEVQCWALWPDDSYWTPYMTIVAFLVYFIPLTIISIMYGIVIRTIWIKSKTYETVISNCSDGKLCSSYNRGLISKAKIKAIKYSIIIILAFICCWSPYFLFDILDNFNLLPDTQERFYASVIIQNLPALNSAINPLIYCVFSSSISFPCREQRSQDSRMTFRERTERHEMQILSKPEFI
aGal spleen mod: inhibitors or activators of human alpha-galactosidase in spleen homogenate. P06280. 240,000 tested, 0.008% active. human spleen homogenate, 4MU-alpha-Gal fluorescence, 40 min. Potency, µM (doses to about 80 µM), for inactives: top-dose activity change, negative = inhibition, usual class: inhibitors;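 also: potency is read from the fitted curve at half-maximal effect; 0% = enzyme with vehicle and -100% = no enzyme basal signal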
Target sequence (P06280 32-429 limits assumed): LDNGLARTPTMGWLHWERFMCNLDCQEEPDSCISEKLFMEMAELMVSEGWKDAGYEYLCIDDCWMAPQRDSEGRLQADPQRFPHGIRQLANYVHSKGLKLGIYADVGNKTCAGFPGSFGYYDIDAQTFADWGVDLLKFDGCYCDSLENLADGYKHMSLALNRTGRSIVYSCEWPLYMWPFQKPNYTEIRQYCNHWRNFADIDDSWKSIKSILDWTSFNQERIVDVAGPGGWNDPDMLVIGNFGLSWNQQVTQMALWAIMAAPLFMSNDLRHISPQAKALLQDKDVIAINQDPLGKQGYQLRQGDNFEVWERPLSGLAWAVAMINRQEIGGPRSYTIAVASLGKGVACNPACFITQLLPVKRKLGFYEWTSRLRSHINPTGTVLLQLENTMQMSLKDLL
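Fluorogenic readout (Ex 365/Em 440 nm) of 4-methylumbelliferone released from 1 mM 4-MU-alpha-galactoside by spleen homogenate, 40 min at 37C, pH 5.0. Data normalized to no-enzyme and enzyme controls; Hill-equation AC50 from compound titrations.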
Luc counter: blocks Kinase-Glo luciferase, a counter-screen artifact; 200,000 tested, 0.28% active; Q27757; Kinase-Glo luciferase, ATP luminescence, 8 min; Potency, µM (doses to about 38.3 µM), without a hit: at the top dose activity change, negative = inhibition, most hits filed as inhibitors; also: potency is read from the fitted curve at half-maximal effect; % is scaled to controls: 0 for no effect and ±100 for the full control effect; nearly all actives have a fitted effect of over 60% in size
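Substrate mix (final 50 mM imidazole pH 7.2, 50 mM KCl, 7 mM MgCl2, 10 uM ATP, 0.01% Tween 20, 0.05% BSA) plus pin-tool compound, then Kinase-Glo detection mix; 8 min ambient, luminescence read.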
Starred values were filed as active, the others as inactive; u = inconclusive; x = not tested or not shown; & = joins results of further samples; [ ] = another dose, or the depositor's remark. Unless noted, calls follow the shape of the dose curve; as a rule, active = well fitted curve in the direction sought with a large enough effect; inconclusive = small, poorly fitted or top-dose-only effect, or another doubt; inactive = no such curve, though single readings can be large; an effect the other way counts as inactive or inconclusive. Some of the compounds tested, so the mix of outcomes need not match the whole.

SMILES	IMPase Li inh	Lamin A splicing	Epigenetic reg	CBFb-RUNX1 inh	NPSR antag	aGal spleen mod	Luc counter
O=c1[nH]c(=S)n(Cc2ccc(F)cc2)c(O)c1C=NCCCn1ccnc1	x	x	2.5%	3%	12%	7%	x
COc1ccc(-c2nn(CCC#N)cc2C(=O)O)cc1	-2%	x	0.2%	9%	10%	2%	1%
CCOC(=O)c1c(C)[nH]c(C(=O)C(C)N2CCCC2)c1C (stereo not given)	-1%	x	-0.4%	-6%	26%	-8%	x
C=C(C)CN1CC[C@]23c4c5ccc(O)c4O[C@H]2c2[nH]c4ccccc4c2C[C@@]3(O)C1C5	x	x	7.5%	0%	-41%	-2%	x
C=CCN1C(=O)NC(=O)/C(=C\c2ccc(-c3ccccc3[N+](=O)[O-])o2)C1=O	19%	u	-3.0%	15%	-44%	2%	1%
CCC1(CC)C(=O)NC(=NCCc2c[nH]c3ccccc23)NC1=O	-13%[38.3 µM]	9%	2.4%	2%	u	-8%	0%
CCNc1ccc(P(=S)(N(C)C)N(C)C)cc1	26%[38.3 µM]	-1%	0.0%	4%	5%[46.1 µM]	-2%	1%
Cc1cc(C)cc(C(=O)OC2C[C@H]3CC[C@@H](C2)N3C)c1 (stereo not given in full)	10%	x	-2.2%	7%[21.7 µM]	x	0%	0%
CCN1C(=O)C(=C2C=C(C)OC(C)=C2)C(=O)N(CC)C1=S	-1%	x	1.5%	10%	-21%	5%	3%
CCOC(=O)C1C(=O)NC2(C)CC1c1cc(OC)ccc1O2 (stereo not given)	6%[38.3 µM]	-2%	0.0%	-2%	8%[7.67 µM]	-5%	0%
COC(=O)C1=C(N)Oc2c(c(=O)oc3ccccc23)C1c1cccnc1 (stereo not given)	11%[38.3 µM]	4%	-2.6%	3%	-14%[46.1 µM]	0%	-4%
CC(C)(C)NC(=S)N1CCn2cccc2C1c1cccnc1 (stereo not given)	-16%	x	3.8%	2%	0%	4%	1%
COc1ccccc1N1CCN(Cc2cccc(OC)c2O)CC1	-10%[38.3 µM]	5%	0.0%	-4%	7%[46.1 µM]	4%	0%
CCc1sc(C(=O)N2CCC3(CC2)OCCO3)cc1Br	4%[38.3 µM]	-8%	-1.0%	2%	-2%[46.1 µM]	20%	3%
CC1=CC(=C2C(=O)NC(=S)NC2=O)C=C(C(F)(F)F)N1Cc1ccccc1	-7%	x	-0.1%	6%	30%	-13%	0%
NC[C@@H]1O[C@H](O[C@H]2[C@@H](O)[C@H](O[C@@H]3[C@@H](O)[C@H](N)C[C@H](N)[C@H]3O[C@H]3O[C@H](CO)[C@@H](O)[C@H](O)[C@H]3N)O[C@@H]2CO)[C@H](N)[C@@H](O)[C@@H]1O	x	6%[46 µM]	1.1%	4%	4%	8%	x
C[C@@H]1O[C@H](C[N+](C)(C)C)C[C@@H]1O	-18%	x	0.0%	10%	x	7%	x
CCC12CN3CC(CC)(CN(C1)C3c1cccnc1)C2=O (stereo not given)	-4%[38.3 µM]	2%	-0.4%	0%	-6%[46.1 µM]	4%	-1%
Cc1cc(/C=C2\C(=O)NC(=O)N(c3ccc(Cl)cc3)C2=O)c(C)n1-c1sc2c(c1C#N)CCCC2	15%	-7%	1.0%	-18%	-4%[46.1 µM]	-15%	1%
Cc1[nH]cnc1CCN	-2%	x	-0.5%	5%	x	-7%	0%
C=CP(=O)(O)c1ccccc1	-6%[38.3 µM]	7%	-7.3%	3%	-9%[46.1 µM]	-4%	-4%
c1ccc(C2OCCN3CCCCC23)cc1 (stereo not given)	-11%	u	7.1%	5%	25%	-2%	11%
COc1cc(O)c(C(=O)c2ccccc2)cc1S(=O)(=O)O	1%	u	0.0%	9%	x	0%	-1%[39.9 µM]
CCc1ccc(CN2CCN(C(=O)Cc3ccccc3)CC2)cc1	9%	9%[46 µM]	2.2%	2%	-1%	8%	-3%
C=C(Cl)Cl	3%	x	x	-9%[21.7 µM]	x	13%	x
CCc1ccc(NC(=O)C(C)OC(=O)c2c(C)nn(Cc3ccccc3)c2Cl)cc1 (stereo not given)	8%	-7%	-1.0%	4%	-15%	1%	0%
COc1ccccc1N1CCN(Cc2cnc(-c3ccccc3)[nH]2)CC1	x	x	2.1%	-7%	-6%	7%	x
Cc1[nH]c2c(Cl)cccc2c1CCN	17%[38.3 µM]	-9%	0.9%	16%	-1%[46.1 µM]	-1%	-2%
CCCCC/C(=N\O)c1c[nH]c2ccccc12	10%[38.3 µM]	13%	-2.3%	-4%	-16%[46.1 µM]	-9%	3%
CC(C)CCC1(CN2CCCC2=O)C(=O)NC(=O)NC1=O	-16%[38.3 µM]	u	-3.0%	u	2%[46.1 µM]	12%	-3%

The list goes on (2 carried over from the part before).
SMILES	IMPase Li inh	Lamin A splicing	Epigenetic reg	CBFb-RUNX1 inh	NPSR antag	aGal spleen mod	Luc counter
CCCCC/C(=N\O)c1c[nH]c2ccccc12	10%[38.3 µM]	13%	-2.3%	-4%	-16%[46.1 µM]	-9%	3%
CC(C)CCC1(CN2CCCC2=O)C(=O)NC(=O)NC1=O	-16%[38.3 µM]	u	-3.0%	u	2%[46.1 µM]	12%	-3%
C=CCN1C(=O)NC(=O)C(Cc2ccc(OC)c(OC)c2)C1=O (stereo not given)	6%	-11%	0.9%	-15%	11%[46.1 µM]	u	-4%
O=C(NC(=O)c1c(F)cccc1F)Nc1cc(Cl)c(OC(F)(F)C(F)C(F)(F)F)cc1Cl (stereo not given)	17%	x	2.7%	12%	x	-21%	-13%
CCC(CO)NC(=O)C1C=C2c3cccc4[nH]cc(c34)CC2N(C)C1 (stereo not given)	4%	u	2.7%&0.0%	u	5%	8%&10%	-1%
CC1(C)CN=C(Nc2ccc(F)c(F)c2)S1	-1%[38.3 µM]	-2%	-5.0%	1%	-2%[46.1 µM]	-1%	-2%
Clc1ccc2c(c1)C(OC1CN3CCC1CC3)c1ccccc1CS2 (stereo not given)	23%	-4%	0.1%	-5%	-15%	-2%	7%
c1ccc2sc(SNC3CCCCC3)nc2c1	0%	u	-1.0%	6%	x	-5%	2%[39.9 µM]
CCC(CO)NC(=O)[C@@H]1C=C2c3cccc4[nH]cc(c34)C[C@H]2N(C)C1 (stereo not given in full)	-15%	-18%	-1.2%	u	-6%[46.1 µM]	-7%	-7%
CCC(=NCCCN(CC)CC)c1c(O)n(C2CCCCC2)c(=O)[nH]c1=O	3%[38.3 µM]	9%	-0.7%	5%	-1%[46.1 µM]	9%	-6%
Cc1ccc(Cl)cc1-n1c(O)c(C=NCCCN2CCOCC2)c(=O)[nH]c1=O	0%[38.3 µM]	4%	-1.0%	-3%	-7%[46.1 µM]	-1%	1%
CN1c2ccc([N+](=O)[O-])cc2CC2(C(=O)NC(=O)NC2=O)C1c1ccccc1 (stereo not given)	-4%	-7%	0.0%	-8%	12%	-15%	2%
O=c1[nH]c2ccccc2c(=O)n1-c1cccc(Cl)c1	4%[38.3 µM]	0%	2.3%	4%	0%[46.1 µM]	-3%	1%
O=C(Cn1cc(C(=O)c2ccccc2F)c2ccccc21)NC1CC1	5%	-21%[46 µM]	1.1%	1%	8%	5%	0%
CC[n+]1c(SC)ccc2cc(OC)ccc21	12%	u	0.0%	-3%	13%	2%	-2%
Cc1cccc(NC(=O)N[C@@H]2N=C(c3ccccc3)c3ccccc3N(CC(=O)c3ccccc3C)C2=O)c1	-12%	x	2.4%	5%	x	3%	2%
CCOC(=O)C1=C(N)OC(C)=C(C(=O)OCCOC)C12C(=O)Nc1ccccc12 (stereo not given)	-1%	-10%	-9.9%	2%	-9%[46.1 µM]	-1%	2%
CC(Cl)CCl (stereo not given)	-5%	x	x	8%[21.7 µM]	x	2%	x
CCCCCCCCCC[Si](C)(C)CCC(=O)NC(Cc1ccc(C)cc1)c1ccccc1 (stereo not given)	9%	u	-1.2%	7%	-7%[46.1 µM]	8%	-2%
O=Cc1c(C(=O)O)n(Cc2ccc(Cl)cc2)c2ccccc12	1%	u	-0.1%	1%	-3%	2%	5%
Cc1ccccc1-c1nc(CS(=O)CC(=O)N2CCC3(CC2)OCCO3)c(C)o1 (stereo not given)	0%[38.3 µM]	16%	13%	-5%	2%[46.1 µM]	16%	6%
CCN1CCN(c2ncnc3ccc(Br)cc23)CC1	42%[activator][38.3 µM]	7%	0.0%	11%	u	2%	-2%
Cc1nn(Cc2c(Cl)cccc2Cl)c(Cl)c1C(=O)O	0%	x	0.0%	-2%	-13%	-6%	1%
O=C1OCCC1NC1=NCCC1 (stereo not given)	3%[38.3 µM]	-10%	1.3%	12%	7%[46.1 µM]	3%	0%
O=C(OCC(=O)c1ccc([N+](=O)[O-])cc1)/C(=C\c1ccc(Cl)cc1)NC(=O)c1ccccc1	-4%[38.3 µM]	1%	-1.1%	9%	-4%[46.1 µM]	-5%	-4%
N=C1C(c2ccccc2)=C(O)CN1Cc1ccco1	2%[38.3 µM]	-3%	-1.1%	2%	-12%[46.1 µM]	6%	-5%
Cc1cccc(NC(=O)c2cccc(NS(=O)(=O)c3ccc(Cl)cc3)c2)c1	43%[activator][38.3 µM]	u	1.0%	-4%	-11%[46.1 µM]	7%	-4%
O=C(COC(=O)c1ccccc1)Nc1ccccc1Sc1ccccc1	3%	-6%	1.5%	u	16%	8%	-2%
CN(C)C(=O)Oc1cccc(-c2cn3cc(Cl)ccc3n2)c1	0%	6%	-5.1%	2%	-1%	-3%	-7%
CCCCn1c(N)c(C(=O)OCC2CCCO2)c2nc3ccccc3nc21 (stereo not given)	4%[38.3 µM]	8%	1.1%	7%	-3%[46.1 µM]	16%	-6%
CCN1CC2([N+](=O)[O-])CC=C(Cl)C([N+](=O)[O-])(C1)C2 (stereo not given)	19%	x	6.3%	0%	4%	-6%	1%

Profiles, looked up by structure.
Cc1ccc(Cl)cc1-n1c(O)c(C=NCCCN2CCOCC2)c(=O)[nH]c1=O is listed as IMPase Li inh = 0%[38.3 µM]; Lamin A splicing = 4%; Epigenetic reg = -1.0%; CBFb-RUNX1 inh = -3%; NPSR antag = -7%[46.1 µM]; aGal spleen mod = -1%; Luc counter = 1%
c1ccc2sc(SNC3CCCCC3)nc2c1 is listed as IMPase Li inh = 0%; Lamin A splicing = u; Epigenetic reg = -1.0%; CBFb-RUNX1 inh = 6%; NPSR antag = x; aGal spleen mod = -5%; Luc counter = 2%[39.9 µM]
